# Jurkat NFkB inh: inhibitors of induced NF-kB luciferase reporter, primary screen, TCR NF-kB activation inhibitor project, cell-based, luminescence, uHTS. Jurkat, PMA/ionomycin-induced NF-kB luciferase reporter. inhibition, % at 4 µM. 330,000 tested, 0.53% active; in the data active = inhibition above about 50%
# tim23-1 inh: growth inhibitors of tim23-1 mutant yeast, primary screen, luminescence, uHTS; inhibition, % at 20 µM; S. cerevisiae tim23-1 growth, BacTiter-Glo luminescence, 24 h; AID 463212, 2010; 330,000 tested, 1.3% active;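 active = growth inhibition of the mutant yeast at or above 50%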;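 also: temperature-sensitive mutant grown at 25 °C; plate controls were DMSO-treated mutant yeast for no effect and medium wells lacking yeast for full effect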
# Mdm2 MdmX PPI: inhibitors of human Mdm2-MdmX association, primary screen, cell-based, luminescence, split luciferase, SaOS-2, uHTS; AID 485346, 2010; Protein Mdm4 (Homo sapiens) + E3 ubiquitin-protein ligase Mdm2 (Homo sapiens), …; 330,000 tested, 3% active; SaOS-2 split-luciferase Mdm2/MdmX complementation; inhibition, % at 8 µM;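 active = inhibition of at least 50% at 8 µM in the primary screen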
# APJ agonist: agonists of human apelin receptor APJ, primary screen, CHO-K1 cells, PathHunter beta-arrestin, luminescence; P35414; 0% DMSO wells, 100% apelin; activation, % at 20 µM; 330,000 tested, 0.11% active; AID 2520, 2010;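 active = activation more than six SD over the plate average, tested at 20 µM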;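 also: 0% = DMSO alone and 100% = apelin-13 at 10 nM; some results filed as inactive read as strong as hits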
# Target sequence (P35414 whole entry, looked up): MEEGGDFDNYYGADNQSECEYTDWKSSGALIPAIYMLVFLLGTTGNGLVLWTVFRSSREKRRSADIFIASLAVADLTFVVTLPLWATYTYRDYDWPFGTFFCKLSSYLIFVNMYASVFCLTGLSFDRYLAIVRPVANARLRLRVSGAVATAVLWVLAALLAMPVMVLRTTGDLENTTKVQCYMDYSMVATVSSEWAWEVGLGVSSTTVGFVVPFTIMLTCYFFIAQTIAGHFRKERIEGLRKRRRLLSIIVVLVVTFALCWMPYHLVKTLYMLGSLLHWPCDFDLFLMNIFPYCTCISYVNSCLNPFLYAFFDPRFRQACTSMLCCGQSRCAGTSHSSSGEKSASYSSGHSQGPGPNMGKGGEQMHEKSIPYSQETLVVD
#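 assay system = CHO-K1 APJ beta-arrestin complementation cell line | input = cell density 1000 per well | dosing = compound 20 µM once, DMSO 1% | timing = compound 90 min 25 °C, reagent 1 h | measured by = luminescence from split beta-galactosidase complementation, Galacton Star/Emerald II substrate | read-out basis = APJ agonist activity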
# UPR XBP1 act: activators of adaptive XBP1 UPR arm, primary screen, cell-based, CHO-XBP1 luciferase reporter, luminescence, uHTS; AID 463104, 2010; activation, % at 20 µM; 330,000 tested, 0.33% active; IRE1-XBP1 UPR activation; percent of tunicamycin response, DMSO as zero;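 active = versus positive control, 20 µM dose yields 30% or more activation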;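 also: 100% = tunicamycin at 10 µg/mL and 0% = DMSO only wells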
#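 Material – CHO cell line with stable XBP1 luciferase reporter · Buffer or medium – F12 plus 10% FBS · Compound – single point, 20 µM final compound, 1% DMSO · Schedule – 16-18 h cell attachment at 37 °C, then 6 h compound exposure · Signal – Steady-Glo luminescence read · Benchmarks – high control tunicamycin 10 µg/mL final, low control DMSO vehicle only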
# CHOP UPR activ: activators of apoptotic CHOP UPR arm, primary screen, cell-based, CHO-CHOP luciferase reporter, luminescence, uHTS; UPR activation; percent of tunicamycin response over DMSO baseline; activation, % at 10 µM; 330,000 tested, 0.34% active; AID 449763, 2010;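 active = at 10 µM dose, activation of 40% or more, normalized to positive control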;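 also: 100% = tunicamycin at 10 µg/mL and 0% = DMSO alone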
#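 assay system = CHO CHOP reporter cells | amount = 500 CHO-CHOP cells per well | buffer or medium = F12 with 10% FBS | incubation = 16-18 h cell attachment, then 6 h compound exposure, 37 °C | detection = luminescence read with Steady-Glo | read-out = percent activation relative to tunicamycin control | controls = tunicamycin high control, DMSO low control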
# 697 NFkB inh: inhibitors of PMA/ionomycin-induced NF-kB reporter, 697 cells, primary screen, B-cell NF-kB inhibitor project, cell-based, luminescence, uHTS; 697 B-cell NF-kB luciferase reporter, 16 h; inhibition, % at 4 µM; 330,000 tested, 0.33% active; in the data active = inhibition above about 35%
# APJ antag: antagonists of human apelin receptor APJ, primary screen, CHO-K1 cells, beta-arrestin complementation, luminescence | P35414 | 330,000 tested, 0.32% active | inhibition, % at 20 µM;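 active = inhibition above about 40% at 20 µM, limit read from the data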;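 also: cells challenged with 10 nM apelin-13 agonist together with compound; plate controls were apelin-13 plus DMSO wells for no effect and DMSO wells lacking apelin-13 for full effect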
# Starred values were filed as active, the others as inactive; · = no result given.
no.	SMILES	Jurkat NFkB inh	tim23-1 inh	Mdm2 MdmX PPI	APJ agonist	UPR XBP1 act	CHOP UPR activ	697 NFkB inh	APJ antag
1	COc1ccc(-c2[nH]ncc2CN2CCN(Cc3cccs3)CC2)cc1F	0	2	0	-2	-2	-3.1	-3	-3
2	COC(=O)CC1C(=O)NCCN1C(=O)Nc1ccc(Cl)cc1 (configuration not stated)	8	1	3	-1	-1	-0.5	17	13
3	COC(=O)CCC(=O)COc1ccc(OC)cc1C#N	-84	13	5	0	-1	3.5	-7	5
4	CCOc1ncccc1C(=O)NCCc1ccc(Cl)cc1	-17	4	-33	-2	8	2.1	-24	15
5	Cc1ccc(C)c(S(=O)(=O)N2CCN(C(=O)C3CC3C)CC2)c1 (configuration not stated)	5	9	11	-5	3	-0.2	-18	5
6	COc1ccc(CCN2C(=O)NC(NC(=O)CCc3ccccc3)(C(F)(F)F)C2=O)cc1OC (configuration not stated)	-1	7	-4	-1	-1	0.6	12	-9
7	CN(Cc1ccccc1Cl)C(=O)CNC(=O)C12CC3CC(CC(C3)C1)C2	-54	40	4	-2	-1	2.3	13	-4
8	CC(C)=C1SC(N2CCCCC2)=NC1=O	-19	8	18	-3	-5	-0.4	7	4
9	CCN1CCN(C(=O)C2CCN(S(=O)(=O)c3ccc(SC)cc3)CC2)CC1	1	12	7	-3	1	-1.6	-1	28
10	O=C(c1ccncc1)N1N=C(C2CC2)CC1(O)C(F)(F)F (configuration not stated)	-9	-4	6	-1	0	-3.2	10	-2
11	Cc1ccc(CCN2CCN=C2Nc2ccccc2)cc1	-1	-3	10	-5	-1	-0.5	2	12
12	CCc1c(C)nc2ncnn2c1NCCc1ccc(OC)c(OC)c1	25	12	-3	-2	0	-0.2	-23	-42
13	CC(C)(C)c1ccc(S(=O)(=O)N2CCc3nc4ccccc4c(C(=O)O)c3C2)cc1	-1	12	23	-2	2	-0.3	-9	-20
14	COc1ccc(NS(=O)(=O)c2cc(NC(=O)c3ccc(C)o3)ccc2N2CCCCC2)cc1	-5	15	39	0	-3	-0.2	-55	-2
15	NC(N)=N/N=C/c1cc([N+](=O)[O-])ccc1O	-11	-14	5	-11	-1	1.1	7	6
16	Cc1ccc(N2CC(NC(=O)C(=O)c3c[nH]c4ccccc34)CC2=O)cc1C (configuration not stated)	-11	-23	23	-1	-2	-1.2	-11	-24
17	CCCc1nc2ccccc2c(C(=O)O)c1CC	-1	3	6	0	1	1.1	-5	4
18	COc1cc2c(cc1OC)C(C)N(C(=O)c1sccc1C)CC2 (configuration not stated)	4	26	22	1	-3	0.1	0	10
19	CCn1c(=O)c(=O)[nH]c2c(=O)oc3ccc(S(=O)(=O)Nc4ccc(OC)cc4)cc3c21	-21	0	5	0	6	-0.3	-10	-6
20	CC(CN1CCCC1)OC(=O)Cc1ccc(Cl)cc1 (configuration not stated)	8	14	20	-1	-5	1.6	-1	21

# Single records, from the list above. Screens in order: Jurkat NFkB inh	tim23-1 inh	Mdm2 MdmX PPI	APJ agonist	UPR XBP1 act	CHOP UPR activ	697 NFkB inh	APJ antag
# CCc1c(C)nc2ncnn2c1NCCc1ccc(OC)c(OC)c1 as listed: 25	12	-3	-2	0	-0.2	-23	-42
# NC(N)=N/N=C/c1cc([N+](=O)[O-])ccc1O as listed: -11	-14	5	-11	-1	1.1	7	6
# CC(CN1CCCC1)OC(=O)Cc1ccc(Cl)cc1 (configuration not stated) as listed: 8	14	20	-1	-5	1.6	-1	21
# CCn1c(=O)c(=O)[nH]c2c(=O)oc3ccc(S(=O)(=O)Nc4ccc(OC)cc4)cc3c21 as listed: -21	0	5	0	6	-0.3	-10	-6

# (list continues)
no.	SMILES	Jurkat NFkB inh	tim23-1 inh	Mdm2 MdmX PPI	APJ agonist	UPR XBP1 act	CHOP UPR activ	697 NFkB inh	APJ antag
21	O=C(CCCc1c[nH]c2ccccc12)NCc1ccccc1F	10	10	3	-3	2	0.8	12	28
22	CN(c1ccccc1)S(=O)(=O)c1cccc(NC(=O)c2cc3ccccc3oc2=O)c1	-35	-15	9	-4	-1	-0.1	-11	-4
23	O=C(NC1CC1)c1cc2cc3ccccc3nc2s1	-104	0	-16	3	2	4.7	-63	5
24	CC(C)(C)NC(=O)NC(=O)COC(=O)Cn1cnc2ccccc2c1=O	17	6	-7	-3	-4	-0.8	7	1
25	CCOC(=O)C1=CN(Cc2ccco2)S(=O)(=O)N(CC)C1c1ccc(F)c(Cl)c1 (configuration not stated)	·	46	12	·	-2	0.9	-5	·
26	CC(C)OC(=O)/C(=C\c1ccc2c(c1)c1ccccc1n2C)NC(=O)c1ccccc1	-55	26	-88	3	2	3.9	-61	3
27	Cc1ccnc(Nc2nc(-c3ccc(O)c(O)c3)cs2)c1	-57	-34	-38	5	0	76*	-75	-11
28	Oc1ccc2ccccc2c1N=Nc1ccc(F)cc1	-9	14	-1	-5	2	5.3	-15	8
29	Cc1nc2ccccc2c(=O)n1N(c1ccccc1)c1ccccc1	16	11	5	1	0	0.8	11	26
30	CCOC(=O)Cc1ccc(NC(=O)c2ccc(C(C)(C)C)cc2)cc1	47	38	49	2	-3	-0.9	90*	5
31	CCO[C@H]1OC(C(=O)NC2CC2)=C[C@@H](c2ccc3c(c2)OCO3)[C@@H]1CCCO	-2	2	11	-3	-1	3.1	-6	-4
32	O=C(CN1CCN(C(=O)c2ccco2)CC1)Nc1ccc(F)cc1F	-24	19	-24	2	-1	5.0	-57	-7
33	O=C(CSc1nncn1-c1ccccc1)NC1CCCC1	-25	6	7	17	-3	-0.5	-18	-9
34	Cc1ccccc1-n1c(SC(C)C(=O)N2CCN(C)CC2)nc2ccccc2c1=O (configuration not stated)	3	14	19	-5	2	-0.9	14	2
35	COc1cc(/C=N/N(C)S(=O)(=O)c2ccc(C)cc2)cc([N+](=O)[O-])c1O	-27	25	9	4	-2	-0.7	-10	-7
36	CCOc1ccccc1N1CC(C(=O)N2CCOCC2)CC1=O (configuration not stated)	-10	5	19	-3	2	-0.2	1	3
37	Cc1cccc(C)c1NC(=S)N(CCN(C)C)Cc1cccs1	-5	14	-8	-2	0	1.7	7	7
38	COc1cc(OC)c(C(=O)CCCN2CCCC2)c(OC)c1	3	-12	23	6	-4	-1.9	17	-1
39	CCc1ccc(NC(=O)c2cc(-c3cccs3)on2)cc1	-64	2	-161	-4	2	6.5	-6	13
40	O=C1OC2(CCCCC2)OC(=O)C1=CNc1nccs1	-9	42	-7	-2	1	-1.4	5	8
41	Cc1nc2ccccn2c1/C(O)=C1\C(=O)C(=O)N(CCCn2ccnc2)C1c1ccncc1 (configuration not stated)	-28	4	2	-1	1	-2.4	3	13
42	CCOC(=O)c1c(NC(=S)NCC2CCCO2)sc(C)c1C (configuration not stated)	-9	7	4	-3	-3	1.7	0	-6
43	O=S(=O)(Nc1nc2ccccc2nc1Cl)c1ccc2ccccc2c1	2	29	2	3	0	2.0	-43	-19
44	CNc1snc(C)c1C(=O)OC(C)C(=O)c1ccc(F)cc1 (configuration not stated)	24	28	-20	-2	-4	0.3	0	-3
45	Cc1sc2nc3ccc(NCc4ccco4)nn3c(=O)c2c1C	-1	7	1	-4	-3	11	7	20
46	O=C(NC1C=CS(=O)(=O)C1)c1sc2ccccc2c1Cl (configuration not stated)	56*	25	48	2	1	4.4	-4	6
47	CN(C)CCCNC(=O)CCc1ncc(C(F)(F)F)cc1Cl	6	-3	2	0	-2	1.4	9	21
48	COc1ccc(S(=O)(=O)N2CCc3ccccc32)cc1C(=O)N(CC(C)C)C1CCS(=O)(=O)C1 (configuration not stated)	-2	-1	15	19	0	-0.5	-3	9
49	CCN(CC)CCN1C(=O)C(O)=C(C(=O)c2cc3cccc(OC)c3o2)C1c1ccc(F)cc1 (configuration not stated)	8	0	1	-6	-2	1.3	-9	4
50	COCCC1CCCCN1C(=O)c1cc(COc2ccc(-n3cncn3)cc2)on1 (configuration not stated)	32	21	24	3	-3	7.7	-21	9
51	CCOc1cc(/C=C2/C(=O)ON=C2C)cc(Br)c1O	6	20	-6	-6	-1	2.7	5	41*
52	Cc1ccc(C2=Nc3ccccc3N=C(C(Cl)Cl)C2)cc1	-162	52*	-29	-1	-6	-3.6	-149	3
53	c1ccc2c(c1)ccc1nnc(SCc3ccc4c(c3)OCO4)n12	-24	40	-1	0	3	0.5	-26	7
54	COc1ccc(C(=O)N/N=C/c2ccc(N(C)c3ccccc3)cc2)cc1	-17	44	17	5	2	-0.5	-19	6
55	COc1ccccc1C(=O)C1CCCN(C(=O)c2cc(C(C)C)no2)C1 (configuration not stated)	9	9	13	1	0	0.1	2	-15
56	COc1ccc(Cn2nnnc2C(c2ccccc2Cl)N2CCC(C(N)=O)CC2)cc1 (configuration not stated)	-21	0	-11	-1	0	-0.3	-40	6
57	COCCn1c(Cc2ccccc2)nnc1SCC(=O)NC(C)C	0	9	-6	-4	-1	-1.0	4	-4
58	CCC(C(=O)Nc1ccccc1OC)n1c(C(=O)OC)cc2ccsc21 (configuration not stated)	-6	14	14	-6	-6	-2.1	2	9
59	COc1ccccc1-c1noc(-c2cc(OC)c(OC)c(OC)c2)n1	-2	18	20	2	3	1.1	19	8
60	CN1CCC(OC(=O)COc2ccc(Cl)cc2Cl)CC1	0	-10	5	-2	-1	1.3	10	11

# From no. 51 to 52, copied from above:
no.	SMILES	Jurkat NFkB inh	tim23-1 inh	Mdm2 MdmX PPI	APJ agonist	UPR XBP1 act	CHOP UPR activ	697 NFkB inh	APJ antag
51	CCOc1cc(/C=C2/C(=O)ON=C2C)cc(Br)c1O	6	20	-6	-6	-1	2.7	5	41*
52	Cc1ccc(C2=Nc3ccccc3N=C(C(Cl)Cl)C2)cc1	-162	52*	-29	-1	-6	-3.6	-149	3

# New compounds follow:
no.	SMILES	Jurkat NFkB inh	tim23-1 inh	Mdm2 MdmX PPI	APJ agonist	UPR XBP1 act	CHOP UPR activ	697 NFkB inh	APJ antag
61	COCCNC(=O)c1ccc(N2CCCCC2)c(NS(=O)(=O)c2ccc(C)cc2)c1	6	27	9	-2	-5	2.6	-2	-11
62	O=C(COC(=O)c1ccc[nH]c1=O)Nc1ccc2c(c1)OC(F)(F)O2	-1	4	-13	-4	0	-0.9	25	-15
63	COc1cc2c(cc1NC(=O)c1ccccc1F)CCCC2	-83	16	-98	-1	7	7.0	-120	11
64	CC1=C(C(=O)OCC2CCCO2)C(c2cccc(C(F)(F)F)c2)C2=C(CC(c3ccco3)CC2=O)N1 (configuration not stated)	10	19	2	-4	-2	-3.0	14	-5
65	CCOC(=O)c1sc(NC(=O)CCN2CC(C)OC(C)C2)c(C(=O)OCC)c1C (configuration not stated)	1	26	-22	-1	-1	1.2	-25	0
66	Cc1ccc2[nH]c(=O)c(CN(CC3CCCO3)C(=O)c3cccs3)cc2c1 (configuration not stated)	0	2	-26	-3	-1	0.8	15	10
67	CCOC(=O)c1ncn2c1[C@@H]1CCNC1C(=O)c1cc(OC)ccc1-2 (some centres not stated)	5	0	10	-2	-2	-2.3	16	-1
68	Cc1ccc(OCC(=O)N/N=C/c2ccco2)cc1	-8	19	-22	0	2	-2.4	-16	16
69	COc1cc(/C=C2/N=C(c3ccccc3)OC2=O)c(F)cc1OCc1ccccc1	-16	7	21	14	1	2.3	10	-15

# Screens as filed in PubChem BioAssay.
